# Bioassay records (PubChem)
# CHT inh: inhibits the human high affinity choline transporter. B-score at 10 µM. 0.86% of 310,000 active. CHT-expressing cells, membrane potential dye, choline response; stronger effect = lower value;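 active = B-score over 3 SD under the library average, and starting fluorescence ratio not unusually high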;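 also: choline stimulus applied at its EC90 after an EC20 pre-addition; B-score computed on integrated fluorescence ratio after choline addition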
# Target sequence (Q9GZV3 whole entry, looked up): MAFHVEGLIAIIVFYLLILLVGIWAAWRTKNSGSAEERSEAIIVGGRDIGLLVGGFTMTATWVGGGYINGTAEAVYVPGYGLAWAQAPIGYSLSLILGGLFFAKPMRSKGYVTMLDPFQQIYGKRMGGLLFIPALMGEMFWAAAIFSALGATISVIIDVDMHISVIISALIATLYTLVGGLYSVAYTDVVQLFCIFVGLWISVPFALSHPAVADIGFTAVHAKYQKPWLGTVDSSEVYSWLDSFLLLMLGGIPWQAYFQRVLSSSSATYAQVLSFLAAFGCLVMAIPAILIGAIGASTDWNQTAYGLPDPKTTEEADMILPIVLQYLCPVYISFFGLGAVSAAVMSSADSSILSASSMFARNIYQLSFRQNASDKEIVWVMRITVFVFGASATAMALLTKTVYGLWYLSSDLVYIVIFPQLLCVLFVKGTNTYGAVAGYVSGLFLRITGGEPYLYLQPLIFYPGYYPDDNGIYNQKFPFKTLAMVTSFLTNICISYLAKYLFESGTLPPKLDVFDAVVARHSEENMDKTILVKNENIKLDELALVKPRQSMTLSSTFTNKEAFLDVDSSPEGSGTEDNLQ
# Kir21 block: inhibitors of mouse Kir2.1 inward-rectifier potassium channel; 0.85% of 310,000 active; HEK293-Kir2.1, FluxOR thallium flux fluorescence; stronger effect = lower value; B-score at 10 µM; P35561; AID 1672;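 active = fluorescence ratio B-score at or below minus 3 SD of library scores, with starting-brightness B-score within 2 SD, cut at about -4.2 in these data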;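 also: channel flux triggered by added potassium and thallium sulfate stimulus; B-score of peak minus minimum fluorescence over baseline after thallium stimulus; more negative B-score means stronger Kir2.1 block with less thallium influx; some compounds called inactive have numbers as strong as hits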
# Target sequence (P35561 whole entry, looked up): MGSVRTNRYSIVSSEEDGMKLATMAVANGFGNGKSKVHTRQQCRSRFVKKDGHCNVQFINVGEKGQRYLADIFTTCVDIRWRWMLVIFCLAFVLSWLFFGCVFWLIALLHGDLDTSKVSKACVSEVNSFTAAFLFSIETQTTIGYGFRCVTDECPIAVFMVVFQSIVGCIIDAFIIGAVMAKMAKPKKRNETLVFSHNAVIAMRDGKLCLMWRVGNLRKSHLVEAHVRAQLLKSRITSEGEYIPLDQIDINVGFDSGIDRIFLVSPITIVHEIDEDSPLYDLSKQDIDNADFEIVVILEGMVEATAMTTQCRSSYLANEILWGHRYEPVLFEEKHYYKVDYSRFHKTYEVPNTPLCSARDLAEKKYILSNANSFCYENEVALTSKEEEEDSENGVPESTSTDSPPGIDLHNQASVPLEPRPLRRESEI
# Numbers without * were called inactive; i = inactive; / = no result given. The order is random. About 1.6% of those tested had a hit in this group.
SMILES,CHT inh,Kir21 block
CCc1cccc(NC(=S)N(CCCN2CCOCC2)C(C)c2cc3cccc(OC)c3o2)c1 (stereo unspecified),i,0.67
COc1ccc(S(=O)(=O)n2oc(=O)cc2-c2ccccc2)cc1OC,i,-2.64
Cc1cccc(NC(=S)N/N=C/c2cccn2Cc2ccc(F)cc2)c1,i,-2.11
CC(=O)[C@@]1(O)CC[C@H]2[C@@H]3CCC4=CC(=O)CC[C@]4(C)[C@H]3CC[C@@]21C,i,0.46
COc1ccc(C(=O)NCC2CCCN2S(=O)(=O)c2cccs2)cc1 (stereo unspecified),i,-0.65
CCNC(=O)Nc1ccc(S(=O)(=O)Nc2cnc(C)nc2C)cc1,i,-3.06
N#Cc1cc2ccccc2n2nnnc12,i,0.65
CC1CCCN(S(=O)(=O)c2csc(C(N)=O)c2)C1 (stereo unspecified),i,-0.26
COC(=O)CSc1snnc1-c1ccc(Cl)cc1Cl,i,0.14
Cc1ccc2nc(NCc3ccccc3)c(C=NCc3ccccc3)c(=O)n2c1,i,2.46
Cc1ccccc1C(=O)Nc1ccnc(-c2ccncc2)n1,i,-0.4
COc1ccc(C(=O)NCc2csc(C)n2)cc1OC1CCN(C(C)=O)CC1,i,-0.02
COc1cccc(CCNC(=O)CC2C(=O)NCCN2CC(C)(C)C)c1 (stereo unspecified),i,-0.18
O=C(Oc1ccccc1Cl)c1ccc(-n2cncn2)nc1,i,0.72
CCOc1ccc(S(=O)(=O)N2CCN(Cc3ccc4c(c3)OCO4)CC2)cc1Cl,i,-0.09
O=C(Cn1nc(-c2cccc(Cl)c2)ccc1=O)Nc1ccc(C(=O)NC2CC2)cc1,i,0.66
COc1cccc2cc(C(=O)NCc3ccccc3)c(=N)oc12,i,0.06
OCCNC(=S)NCc1ccccc1,i,0.36
Cc1ccc(N(CC(=O)NC(C)(C)C)C(=O)CNC(=O)c2cccs2)cc1,i,-1.02
CCn1cnc2c1c(=O)n(CC(=O)NCC(F)(F)F)c(=O)n2Cc1ccccc1,i,-0.59
Cc1noc(C)c1-c1nc(CSc2ccccc2)no1,i,-0.94
COc1cccc(OC)c1-c1nn2c(-c3ccccc3Cl)nnc2s1,i,0.4
Cc1cc(C(=O)NCCCOC(C)C)c2ccccc2n1,i,-0.63
Cc1cc(NC(=O)COC(=O)C2CC(=O)N(c3ccc(Cl)cc3)C2)no1 (stereo unspecified),i,-1.1
COc1cc(C(=O)N2CCN(C(=O)C(Cc3cc(C)ccc3C)NC(C)=O)CC2)cc(OC)c1OC (stereo unspecified),i,-2.38
O=C(CSc1nnc(NC(=O)C2CC2)s1)NCc1ccco1,i,-1.76
CCn1c(SCC(=O)c2cc(OC)ccc2OC)nnc1-c1ccncc1,i,0.29
CNC(=O)NC(=O)COC(=O)CCCOc1ccc(OC)cc1,i,-0.82
CCN(c1ccccc1)S(=O)(=O)c1ccc(N)c(OC)c1,i,-0.63
COc1cc(S(=O)(=O)N(C)C2CCCCC2)c(C)cc1C,/,-0.64
CCc1ccc(N2CC(C(=O)N3CCCC3)CC2=O)cc1 (stereo unspecified),i,1.8
CCN(CC)S(=O)(=O)c1ccc(C(=O)N2CCN=C2SC)cc1,i,-1.77
Cc1ccc(Cl)cc1N1CCN(C(=O)COc2ccc(S(=O)(=O)NC(C)C)cc2)CC1,i,0.12
Cc1ccc2nc(SCC(=O)N/N=C/c3ccc(C(=O)O)cc3)cc(C)c2c1,i,0.1
CC(C)(C)S(=O)(=O)/C(C#N)=N/Nc1ccc(C#N)cc1,i,1.13
COCC(=O)N1CCCC(C(=O)c2ccc(-c3ccccc3)cc2)C1 (stereo unspecified),i,0.86
Cc1cccc(N2CCCn3c2nc2c3c(=O)n(CCN3CCOCC3)c(=O)n2C)c1,i,-0.9
CCOc1ccccc1OC(=O)c1ccco1,i,0.01
Cc1ccccc1Nc1nc(N)nc(COC(=O)c2cccc(S(=O)(=O)NCc3ccccc3)c2)n1,i,-0.75
O=C(OCc1cccc2ccccc12)c1ccc2c(=O)[nH]c(CN3CCOCC3)nc2c1,/,-0.01
Nc1ccc(C(=O)OCc2ccncc2)cc1[N+](=O)[O-],i,0.84
COc1ccccc1C(NC(C)=O)c1cc(Cl)c2cccnc2c1O (stereo unspecified),i,0.5
Cc1ccc(NC(=O)N2Cc3ccccc3CC2C(=O)NC(C)(C)C)cc1 (stereo unspecified),i,0.85
Cn1c(=O)c2c(SCC(=O)NCCc3ccccc3)nc(C3CC3)nc2n(C)c1=O,i,0.42
COCCn1c(SCC(=O)Nc2ccc(Cl)cn2)nc2ccccc21,i,0.74
Cc1cccc(NC(=S)NC2CCCC2)n1,i,1.28
C=C1CC2C(CCC3(C)C2CCC3(O)C(C)=O)C2(C)CCC(=O)C=C12 (stereo unspecified),i,0.42
CCN(CC)CC(C)CNC(=O)CC(C(=O)N1CCc2ccccc21)n1ccnc1 (stereo unspecified),i,1.07
CC(=O)OC[C@H]1COc2ccc3ccccc3c2[C@H]1N(C)C(C)=O,i,-0.97
O=C(Cn1cnc(Cl)c1Cl)c1ccc(F)cc1,i,-2.47
# Other entries
SMILES,CHT inh,Kir21 block
O=C(O)[C@@H]1CCCN1S(=O)(=O)c1cccc2cccnc12,i,/
COc1ccc2c(c1)C(C)=CC(C)(C)N2S(=O)(=O)c1ccc(NC(C)=O)cc1,i,3.43
COc1ccc(NC(=O)CCCNC(=O)Cn2cnc3sc(C)c(C)c3c2=O)cc1OC,i,-1.19
CCN(CC)CCNc1ccnc2cc(Cl)ccc12,i,0.87
CCN(C(=O)c1ccc(Cl)cc1[N+](=O)[O-])c1ccccc1C,i,-4.95*
Cc1oc2ccc(O)c(CN(C)C)c2c1C(=O)c1ccccc1,i,-3.23
CCCCN(CC)Cc1ccc(CNC(=S)Nc2c(C)cc(C)cc2C)o1,i,-0.26
CCN(c1ccccc1)S(=O)(=O)c1ccc2c(c1)C(C)(C)C(=O)N2C,i,0.7
COc1ccc(CC(=O)Nc2cccc(-c3csc(C)n3)c2)cc1,i,0.56
CCCC(=O)Nc1ccc(Cl)c(NC(=S)NC(=O)c2ccco2)c1,i,0.05
Cc1ccccc1CC(=O)Nc1cccnc1,i,1.25
O=C(CN1C(=O)COc2ccc(Cl)cc21)N1CCCCC1,i,-1.72
CC(C)Cc1cc(C(=O)N2N=C(C(F)F)CC2(O)C(F)F)c2ccccc2n1 (stereo unspecified),i,-2.44
CC(C)N1C(=O)/C(=C/c2nc3ccccc3c(=O)n2-c2ccccc2)c2ccccc21,i,-0.51
CCOC(=O)C1CCN(C(=O)Cc2c(C(=O)O)[nH]c3ccccc23)CC1,i,-0.15
O=C(NCCCCc1ccccc1)c1ccc(Br)o1,i,3.08
CCCN(C(=O)c1cc(Cl)nc2ccccc12)C1CCS(=O)(=O)C1 (stereo unspecified),i,0.91
CCNC(=S)Nc1cc(OCC)c(N2CCOCC2)cc1OCC,i,3.28
CCOC(=O)C1=NN(c2ccccc2)C2=NC(C)=C(C(=O)OC)C(c3cccs3)N12 (stereo unspecified),i,0.75
CCC1CCc2c([nH]c3ccccc3c2=O)O1 (stereo unspecified),i,1.81
Cc1ccc(-c2cc(C(=O)NCc3cccnc3)no2)cc1,i,1.06
COc1ccc(NC(=O)COc2nsnc2N2CCOCC2)cc1,i,-0.52
O=C(Nc1ccc(Cl)cn1)c1ccc2c(c1)OCCO2,i,-0.25
Cn1cccc1C(=O)N1CCc2ccccc2C1,i,-0.07
Fc1cccc(C[n+]2csc3ccccc32)c1,i,-0.09
COc1cc(NC(=S)NCCC(c2ccccc2)c2ccccc2)c(OC)cc1Cl,i,-0.16
COc1cc2c(cc1OC)C1(NCC2)C(=O)Nc2ccccc21 (stereo unspecified),i,-0.75
CCn1c(SC)nnc1C1CCN(S(=O)(=O)c2ccc(OC)cc2)CC1,i,-0.1
CC(=O)c1ccc(N2CCN(C(=O)CCCn3c(=S)[nH]c4cc5c(cc4c3=O)OCO5)CC2)cc1,i,/
O=c1c(NCCc2ccccc2)c(-c2ccccc2)c1=O,i,0.16

# Profiles as entered above. Values in the order: CHT inh	Kir21 block
# COc1cc2c(cc1OC)C1(NCC2)C(=O)Nc2ccccc21 (stereo unspecified) across the screens: i	-0.75
# Cn1cccc1C(=O)N1CCc2ccccc2C1 across the screens: i	-0.07
# Cc1ccc(-c2cc(C(=O)NCc3cccnc3)no2)cc1 across the screens: i	1.06
# O=c1c(NCCc2ccccc2)c(-c2ccccc2)c1=O across the screens: i	0.16
# COc1cc(NC(=S)NCCC(c2ccccc2)c2ccccc2)c(OC)cc1Cl across the screens: i	-0.16

# Continuation:
SMILES,CHT inh,Kir21 block
CC(NC(=S)Nc1ccccc1)C(c1cccs1)N1CCOCC1 (stereo unspecified),i,0.08
O=C(COc1ccc2c(C(F)(F)F)cc(=O)oc2c1)NCc1cccs1,i,-1.05
Cc1c(C(=O)c2ccccc2C(=O)O)sc2ccccc12,i,1.43
Nc1[nH]n2c(=O)cc(-c3ccccc3)nc2c1N=Nc1ccccc1,i,1.18
CCC(=O)N(CCc1ccc(OC)c(OC)c1)Cc1cc2ccc(C)cc2n2nnnc12,i,-0.59
O=C(C1CCCN(Cc2ccccc2F)C1)N1CCc2ccccc2C1 (stereo unspecified),i,-0.25
Cc1ncc(CO)c2c1OC(C)(C)OC2,i,0.94
CN(NC(=O)NN)c1ncc(C(F)(F)F)cc1Cl,i,0.92
OCC1(Cc2ccccc2F)CCCN(Cc2c(F)ccc(F)c2F)C1 (stereo unspecified),i,-3.09
COCCNC(=O)C(c1ccc(O)cc1)N(Cc1ccco1)C(=O)CCC(=O)Nc1ccccn1 (stereo unspecified),i,0.01
CCOc1ccc(NS(=O)(=O)c2ccc3c(c2)N(C(C)=O)CC3)cc1,i,0.58
CC(=O)N/C(=C/c1ccc([N+](=O)[O-])cc1)C(=O)O,i,0.83
COc1ccc(CN2C(=O)Cc3c2nc(N)c2c(N)nc(N4CCOCC4)c(C#N)c32)cc1,i,-0.63
Cc1ccc(NC(=O)NCc2cccnc2)cc1C,i,-1.23
CC(C)(C)C1CCc2c(sc(NC(=O)c3cccs3)c2C(N)=O)C1 (stereo unspecified),i,0.01
Cn1cccc/c1=N\c1cccc[n+]1C,i,0.41
Cn1c(C(=O)N2CCOCC2)cnc1Sc1ncc(C(F)(F)F)cc1Cl,i,-0.76
CCCn1c(CCC(=O)O)ccc1-c1ccc(OC)cc1,i,0.64
COc1ccc(S(=O)(=O)N(CC(=O)N2CCN(c3ccccc3OC)CC2)c2ccccc2)cc1,i,/
CCCCCOC(=O)C1=C(C)NC(=O)NC1c1ccc(OC)cc1 (stereo unspecified),i,1.69
CCOC(=O)c1sc2nc(CSc3nc4ccccc4n3CC)[nH]c(=O)c2c1C,i,-1.17
C=CCn1c(SCC(=O)Nc2ccc(O)cc2)nc2sc(CC)cc2c1=O,i,0.02
COc1ccc(CNC(=O)C2(CC3CC(c4ccccc4)=NO3)CCN(C(=O)C3(C)CC3)CC2)cc1 (stereo unspecified),i,-1.33
CCCCCC(=O)C(=O)c1ccc(O)cc1O,i,0.32
CCCCSc1nc(C)cc(SCC(=O)N/N=C/c2cccc(OC)c2O)n1,i,-0.66
CCc1nc(Nc2cc(OC)ccc2OC)c2oc3ccccc3c2n1,i,1.92
Cc1cc(C(=O)O)ccc1-c1ccc(/C=N/n2cnnc2)o1,i,2.1
CCN(CC)C(=O)c1sc2nc(-c3ccccc3)ccc2c1N,i,-0.65
Cc1ccc(NCCNc2ccc(C)cc2)cc1,i,-0.35
CC(C)c1ccc(NC(=O)C(=O)C2C(=O)Nc3ccccc32)cc1 (stereo unspecified),i,-0.27
Cc1cccc(N2CCN(c3ccc4cc(S(=O)(=O)N5CCCCC5)ccc4n3)CC2)c1C,i,-1.81
CCOC(=O)N1CCC(NC(=O)Cn2nc(Cc3ccncc3)c3ccccc3c2=O)CC1,i,-1.93
N/C(=N\OC(=O)c1ccc2c(c1)OCO2)c1ccc(Br)cc1,i,-2.53
CCCOc1ccc(-c2nc(-c3ccc(N)cc3)cs2)cc1,i,-0.58
COc1ccc2nc(NNC(=O)c3cc(=O)c4ccccc4o3)sc2c1,i,-0.42
CCC(C)NC(=O)Nc1ccc(Br)cc1 (stereo unspecified),i,0.38
CCOc1nc(NCCc2ccc(OC)c(OC)c2)nc(NC(C)(C)CO)n1,i,-0.69
O=C(CN1CCCCCC1)Nc1ccccc1OC(F)F,i,-0.05
CC(=O)Nc1ccc(NC(=O)COc2ccc(Cl)cc2Cl)cc1,i,0.63
CCOC(=O)N/N=C/c1ccccc1OCc1ccc(Cl)cc1,i,-0.02

# Exported as tab-separated lines: part of the list above
compound	CHT inh	Kir21 block
N/C(=N\OC(=O)c1ccc2c(c1)OCO2)c1ccc(Br)cc1	i	-2.53
O=C(CN1CCCCCC1)Nc1ccccc1OC(F)F	i	-0.05
CC(=O)Nc1ccc(NC(=O)COc2ccc(Cl)cc2Cl)cc1	i	0.63
CCOC(=O)N1CCC(NC(=O)Cn2nc(Cc3ccncc3)c3ccccc3c2=O)CC1	i	-1.93

# New compounds follow.
SMILES,CHT inh,Kir21 block
COC(=O)c1c(NC(=S)NN2CCOCC2)sc2c1CCCC2,i,-0.05
COc1cccc(CNC(=O)CCCNS(=O)(=O)c2cccs2)c1,i,1.38
Cc1ccc(C(=O)N(CC(=O)NC2CCCCC2)c2ccccc2F)s1,i,0.54
Oc1ccc(N2CCN(Cc3c(-c4ccccc4)nc4ccccn34)CC2)cc1,i,-1.08
O=C(O)C1=C[C@@H](c2ccc3c(c2)OCO3)C[C@@H](OCc2ccc(CO)cc2)O1,i,-0.02
CCCc1nc(SCC(=O)Nc2cc(Cl)ccc2OC)c2c(=O)n(C)c(=O)n(C)c2n1,/,0.25
